# Myeloid diff MLP: myeloid differentiation induction | ER-HoxA9 myeloid progenitors, lysozyme-GFP differentiation, flow cytometry | calls only at 10 µM | 360,000 compounds, 1% hits | AID 624256;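 active = normalized GFP-positive differentiation at or above the plate's own cutoff, the solvent-only control mean plus 3 SD; inconclusive = no clear call, values can overlap the other calls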;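 also: cells exposed to compound for four days before flow analysis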
# Myeloid diff MLP GFP+ MAC1+ %: also measured in Myeloid diff MLP; calls as there; GFP+ MAC1+ double positive, %; measured here: differentiation confirmed by MAC1 staining
# The depositor's hits bear a star; i = inactive; ? = inconclusive; nt = no result given. An excerpt, so the mix of outcomes need not match the whole.
# A first look (4 entries):
SMILES,Myeloid diff MLP,Myeloid diff MLP GFP+ MAC1+ %
CCN(CC)C(=O)C1=C(C)N(Cc2ccc(OC)cc2)C(=O)C(CC(=O)NCCCCc2ccccc2)C1 (centres undefined),i,2.6
CC(=O)c1cccc(-c2ccnc3c2CC(C(=O)Nc2ccc(Cl)c(C(F)(F)F)c2)O3)c1 (centres undefined),i,1.1
O=c1[nH]cc(CN2CCOCC2)c(=O)[nH]1,i,0.9
CC1(C(=O)NS(=O)(=O)C2CC2)CCCN(C(=O)c2ccc(F)c(Cl)c2)C1 (centres undefined),i,0.5

# The whole of this part, from the start:
SMILES,Myeloid diff MLP,Myeloid diff MLP GFP+ MAC1+ %
CCN(CC)C(=O)C1=C(C)N(Cc2ccc(OC)cc2)C(=O)C(CC(=O)NCCCCc2ccccc2)C1 (centres undefined),i,2.6
CC(=O)c1cccc(-c2ccnc3c2CC(C(=O)Nc2ccc(Cl)c(C(F)(F)F)c2)O3)c1 (centres undefined),i,1.1
O=c1[nH]cc(CN2CCOCC2)c(=O)[nH]1,i,0.9
CC1(C(=O)NS(=O)(=O)C2CC2)CCCN(C(=O)c2ccc(F)c(Cl)c2)C1 (centres undefined),i,0.5
NC1=C(Cl)C(=O)c2ccccc2C1=O,i,4.7
Cc1ccc(S(=O)(=O)N2[C@H](C(C)C)[C@H]3[C@H]4C(=O)N(c5ccccc5)C(=O)[C@H]4CC(=O)[C@H]3[C@@H]2c2ccccc2)cc1,i,0.7
COCCNC(=O)C1(C)CCCN(C(=O)c2ccc(C#N)cc2)C1 (centres undefined),i,0.9
CC1C(=O)N(Cc2cn(Cc3ccco3)nn2)CCS(=O)(=O)N1Cc1ccc(-c2cccnc2)cc1 (centres undefined),i,1.0
O=C(CCCN1C(=O)NC2(CCCC2)C1=O)Nc1cccc(S(=O)(=O)N2CCOCC2)c1,i,0.7
CC(=O)NC(c1ccccc1)c1nc(-c2csc3ccccc23)cs1 (centres undefined),i,1.4
Cc1ccc(CN2CCC[C@]3(N[C@H](c4ccc(C)cc4)[C@@H]4C(=O)N(C)C(=O)[C@@H]43)C2=O)cc1,i,0.1
COc1cccc(C(O)c2nc(-c3cccc(C(F)(F)F)c3)cs2)c1 (centres undefined),i,1.4
OCC1OC(n2ccc3c(SCc4ccccc4)ncnc32)C(O)C1O (centres undefined),i,1.4
COc1cc(CNC(=O)c2cc(-c3ccc(F)cc3OC)n[nH]2)cc(OC)c1,i,0.7
Cc1ccc(S(=O)(=O)N2C[C@H]3n4c(=O)ccc(=O)n4C[C@H](OC(=O)Nc4cccs4)[C@@]3(O)C2)cc1,i,1.7

# 7 of these compounds in another layout.
# Fields – Myeloid diff MLP	Myeloid diff MLP GFP+ MAC1+ %
> Cc1ccc(S(=O)(=O)N2C[C@H]3n4c(=O)ccc(=O)n4C[C@H](OC(=O)Nc4cccs4)[C@@]3(O)C2)cc1
  i	1.7
> Cc1ccc(S(=O)(=O)N2[C@H](C(C)C)[C@H]3[C@H]4C(=O)N(c5ccccc5)C(=O)[C@H]4CC(=O)[C@H]3[C@@H]2c2ccccc2)cc1
  i	0.7
> CC1(C(=O)NS(=O)(=O)C2CC2)CCCN(C(=O)c2ccc(F)c(Cl)c2)C1 (centres undefined)
  i	0.5
> Cc1ccc(CN2CCC[C@]3(N[C@H](c4ccc(C)cc4)[C@@H]4C(=O)N(C)C(=O)[C@@H]43)C2=O)cc1
  i	0.1
> CC(=O)NC(c1ccccc1)c1nc(-c2csc3ccccc23)cs1 (centres undefined)
  i	1.4
> OCC1OC(n2ccc3c(SCc4ccccc4)ncnc32)C(O)C1O (centres undefined)
  i	1.4
> CCN(CC)C(=O)C1=C(C)N(Cc2ccc(OC)cc2)C(=O)C(CC(=O)NCCCCc2ccccc2)C1 (centres undefined)
  i	2.6

# Back to the main list, repeating the two entries before the break.
SMILES,Myeloid diff MLP,Myeloid diff MLP GFP+ MAC1+ %
COc1cc(CNC(=O)c2cc(-c3ccc(F)cc3OC)n[nH]2)cc(OC)c1,i,0.7
Cc1ccc(S(=O)(=O)N2C[C@H]3n4c(=O)ccc(=O)n4C[C@H](OC(=O)Nc4cccs4)[C@@]3(O)C2)cc1,i,1.7
CCOC(=O)C1(C)CCN1C(=O)c1cc(OC)c(OC)c(OC)c1 (centres undefined),i,0.8
O=C(NCc1ccccn1)C1CCN(C2CCN(Cc3cccc(F)c3)CC2)CC1,i,1.3
CCCCN(C)C(=O)c1sc(=O)n(Cc2c(C)noc2C)c1C,i,2.7
COc1ccc(-c2noc(CCC(=O)N3CCN(c4ccccc4C(F)(F)F)CC3)n2)cc1,i,0.6
COc1ccc(NC(=O)Cn2c([N+](=O)[O-])cnc2C)c(OC)c1,i,1.2
Cc1cc(C)c2c(=O)[nH][nH]c2n1,i,0.9
CC1(C(=O)NS(=O)(=O)c2ccc(C#N)cc2)CCN1C(=O)CC1CCCC1 (centres undefined),i,0.6
CCCS(=O)(=O)NC(=O)C1(C)CCCN(C(=O)c2ccccc2OC)C1 (centres undefined),i,0.5
CCOC(=O)C1(C)CCCN(C(=O)CCc2ccccc2)C1 (centres undefined),i,0.9
CC1CC2OC2CC1COC(=O)C1CC2OC2CC1C (centres undefined),i,0.4
CCOc1ccc(S(=O)(=O)N2CCCCC2)cc1NC(=O)Cc1cc(OC)c(OC)c(OC)c1,i,1.2
COc1ccc(-n2nnnc2C(CCSC)N2CCN(C/C=C/c3ccccc3)CC2)cc1 (centres undefined),i,0.9
CCOc1ccc(Cl)cc1-c1cc(C(=O)NCCc2ccncc2)[nH]n1,i,0.7
C=Cc1cc2c(cc1O)CCC1C2CCC2(C)C(O)CCC12 (centres undefined),?,nt
CC(=O)Nc1ccc(S(=O)(=O)Nc2cc(S(=O)(=O)N3CCCCC3)ccc2O)cc1,i,0.7
CC1(C(=O)Nc2ccc3c(c2)OCCO3)CCC(=O)N1C1CCN(Cc2ccccc2)CC1 (centres undefined),i,0.6
CC1=C(C(=O)N(C)C)CC(CC(=O)NC2CC2)C(=O)N1CCC1=CCCCC1 (centres undefined),i,0.8
C=CCNc1ncnc2c1ncn2[C@H]1CN(CCN2CCOCC2)C[C@@H](CO)O1,i,0.8
O=C(Nc1ccccc1)OCCc1ccccn1,i,0.6
Cc1cccc2sc(NC(=O)Cn3c(C)csc3=O)nc12,i,0.7
C[C@H]1CN([C@@H](C)CO)C(=O)CCCn2cc(nn2)CO[C@@H]1CN(C)C(=O)Nc1cccc(F)c1,i,1.1
O=C(CC1Sc2ccccc2NC1=O)NNc1cc(Cl)ccc1Cl (centres undefined),i,1.1
Cc1ccc(CN2C(=O)C[C@@H](NC(=O)OCC3c4ccccc4-c4ccccc43)C/C=C\C2c2ccc(C)cc2)cc1 (some centres undefined),i,3.1
O=C(O)C1C(c2ccccc2)c2ccccc2C(O)C1CO (centres undefined),i,0.6
CCCCN(C(=O)c1cccc(-n2cnnn2)c1)c1c(N)n(CCCC)c(=O)[nH]c1=O,i,1.3
CSc1ccccc1NC(=O)CN(C)C(=O)CNC(=O)c1ccc(Oc2ccccc2)cc1,i,0.8
CCCCCCN1C[C@H](O)[C@@H](n2cc(COC(=O)c3ccccc3)nn2)C[C@@H]1c1ccccc1,i,0.7
O=C(COc1cccc2c1CCNC2=O)Nc1ccc(F)cc1,i,0.7
O=C1CCCc2c1oc1c2CCCC1,i,0.4
O=[N+]([O-])c1ccc(N=NNc2ccc([N+](=O)[O-])cc2)cc1,i,0.4
COCc1cc(=O)n2[nH]c(C)c(-c3ccc(Cl)cc3)c2n1,i,0.5
CC(=O)c1ccc(Nc2nc(C(C)N)cs2)cc1 (centres undefined),i,1.0
CCCc1c(C(=O)N/N=C/c2ccc(OCc3ccc(F)cc3)cc2)nnn1-c1nonc1N,i,0.9
C[C@@H]1CN([C@@H](C)CO)C(=O)CCCn2nncc2CO[C@H]1CN(C)C(=O)C1CCCCC1,i,1.1
COc1cc(F)ccc1-c1csc(C(NC(C)=O)c2cccc(F)c2)n1 (centres undefined),i,0.5
Cc1ccc(S(=O)(=O)NCCCCCCNS(=O)(=O)c2ccc(C)cc2)cc1,i,1.7
Cc1noc(C)c1S(=O)(=O)N1CCN(c2ccccc2Cl)CC1,i,0.5
Cc1ccc(C(=O)OCC(=O)NC2CCCCCC2)c(C)c1,i,0.7
COC(=O)N(C)C[C@@H]1OCc2cnnn2CCCC(=O)N([C@H](C)CO)C[C@@H]1C,?,nt
C[C@H](CO)N1C[C@H](C)[C@H](CN(C)C(=O)Nc2cccc3ccccc23)OCc2cnnn2CCCC1=O,i,0.6
Cn1cc([C@]2(O)C(=O)N(c3ccccc3)c3ccccc32)c2ccccc21,i,3.2
O=C(CC1CCCC1)N1CCN(S(=O)(=O)c2cccc(F)c2)CC1,i,0.1
O=C(COC(=O)c1cc[n+]([O-])cc1)Nc1ccc([N+](=O)[O-])cc1C(F)(F)F,i,0.2
CC(=O)Nc1ccc(/C=N/NC(=O)CC2CCCCC2)cc1,i,0.8
CSc1ccc(CN2CCC(C)(Oc3ccc(-n4ccnc4)cc3)C2)cc1 (centres undefined),i,1.4

# Source: PubChem (NMMLSC)
